Bioassay records from PubChem.
RT RNaseH block: inhibitors of HIV-1 reverse transcriptase RNase H | P04585 | RT-RNase H RNA/DNA duplex cleavage, fluorescence | inhibition, % at 10 µM | 1.9% of 65,000 active; in the data active = inhibition above about 50%
RmlC RmlD mix: inhibitors of RmlC and RmlD coupled enzymes | RmlC/RmlD coupled enzyme inhibition, 384-well mixture HTS | inhibition, % at 5.5 µM | 0.39% of 110,000 active; in the data active = inhibition above about 30%, passing the limit was not always enough; inconclusive = no clear call, values can overlap the other calls; note: strong numbers were not always called active
An asterisk follows results filed as active; ? = inconclusive; . = not tested or not shown. This is a subset. The share of hits here may be higher or lower than overall.

mol | RT RNaseH block | RmlC RmlD mix
COC(=O)C1=C(C)N(Cc2ccc(OC)cc2)C(=O)C1 | . | -4.1
CCOc1ccccc1OCCCCCc1c(C)n[nH]c1C | 0.3 | -6.4
O=C(CS(=O)(=O)c1ccccc1)Nc1nc(-c2ccccc2)cs1 | -4.4 | -16.8
COc1ccc(Cl)cc1NC(=O)C(C)Sc1n[nH]c(N)n1 (centres undefined) | . | 9.4
COC(=O)c1c(NC(=O)c2cccs2)sc2c1CCC(C)C2 (centres undefined) | -3.4 | 8.9
CCCCOCCCNC(=O)/C=C/c1ccccc1Cl | . | 8.8
O=C(NCc1ccccc1)C1C2C=CC3(CN(Cc4cccnc4)C(=O)C13)O2 (centres undefined) | 7.9 | -9.0
COc1ccc(S(=O)(=O)Nc2nncs2)cc1 | -2.2 | -13.8
CCOc1ccc(NC(=O)c2c(O)[nH]c(=O)[nH]c2=O)cc1 | . | 8.3
CCc1c(C(=O)Nc2ccncc2)csc1C | 2.0 | 8.2
CCOC(=O)N1CCC(NC(=O)c2ccc(NC(=O)C3CCCO3)cc2)CC1 (centres undefined) | -4.8 | 2.8
COc1ccc(-c2nc3c([nH]2)c(=O)n(C)c(=O)n3C)c(OC)c1 | . | ?
O=S(=O)(c1cccs1)N1CN(Cc2ccc(F)cc2)c2nc3ccccc3nc21 | . | -5.0
COc1ccccc1N1C(=O)CCC1(C#N)c1ccc(Br)cc1 (centres undefined) | . | 5.9
CCOC(=O)CSc1nnc(CNC(=O)c2cccs2)n1-c1cc(C)ccc1C | -14.9 | -8.0
Nc1nonc1-c1noc(CCCCCN2C(=O)c3ccccc3C2=O)n1 | -32.0 | -2.0
CS(=O)(=O)c1ccccc1COC(=O)Nc1ccc(Cl)cc1 | . | 5.6
CCCC(=O)c1cc2c(cc1NC(=O)c1cccs1)OCCO2 | . | -36.5
COc1ccc(C(C)=O)c(OC(=O)c2ccco2)c1 | . | 4.2
CN1C(CC(=O)c2ccccc2)CCCC1CC(O)c1ccccc1 (centres undefined) | . | -13.9
COc1cccc(C(c2nnnn2Cc2ccccc2)N2CCN(C(=O)c3ccco3)CC2)c1OC (centres undefined) | -9.3 | 7.1
Cc1nc(CCN2C(=O)c3ccccc3C2=O)n[nH]1 | . | -8.5
Cc1ccnc(NC(=O)CN(C)S(=O)(=O)c2cccc3nsnc23)c1 | -34.1 | -8.5
COc1ccc(-c2cnn(-c3ccccc3)c2N)cc1OC | -1.4 | -11.7
CCOP(=O)(CN(CC)CCNP(=O)(OCC)OCC)OCC | . | -2.5
O=C(NCCC(=O)N1CCNC1=O)OCc1ccccc1 | 1.2 | 3.4
C=C1CCN([C@@H](CC(C)C)C(=O)NCCCc2ccccc2)S(=O)(=O)c2ccccc21 | . | -9.4
NC(=O)c1cc(N2CC2)c([N+](=O)[O-])cc1[N+](=O)[O-] | . | 5.0
COc1cccc(OCc2nc3ccccc3c(=O)n2N)c1 | -13.9 | -11.4
CCn1ncc(/C=N/NS(=O)(=O)c2ccc(Cl)cc2)c1C | . | -10.1
CCCCn1nnnc1NCc1cc(OC)c(OC)cc1OC | -2.4 | -13.2
Cc1ccccc1C(=O)c1ccc2c(c1)n(C)c(=O)n2C | -9.2 | -1.6
O=C(c1cc(-c2ccccc2)nc2ccccc12)N1CCC2(CC1)OCCO2 | -2.9 | 9.6
CC(=O)Cc1nsc(NC(=O)c2c(-c3ccccc3Cl)noc2C)n1 | -9.6 | -12.7
COc1cccc(C(=O)Nc2ccc(NC(C)=O)cc2)c1 | . | 4.9
O=C(c1ccccc1NS(=O)(=O)c1cccs1)N1CCCC1 | 4.3 | 0.9
CCCNC(=O)C1CCN(c2nc(C)cc(C)n2)CC1 | -26.0 | -5.1
Cc1ccccc1NC(=O)COC(=O)CN1C(=O)NC(C)(C)C1=O | . | -9.6
O=C(CCN1C(=O)COc2ccccc21)NCCN1CCc2ccccc2C1 | -0.4 | -7.4
COc1ccc(-n2ncc(N(C)n3cccc3)c(Cl)c2=O)cc1 | . | -13.1
Cc1ccc(-c2nnc(SCC#CCOC(=O)c3cccs3)o2)cc1 | . | -0.6
NC(=O)c1cc(Cc2ccccc2)sc1NC(=O)c1ccco1 | 88.9* | -2.8
COc1ccc(-c2ccc3oc(-c4ccsc4)cc3c2)cc1 | . | -10.3
O=C(c1oc(=O)c2ccccc2c1-c1ccccc1)N1CCN(C2CCCCC2)CC1 | -10.0 | 5.8
C=CCn1cnc2c(c1=O)c1nc3ccccc3nc1n2/N=C/c1cccc(OC)c1OC | -18.1 | .
COc1cc(NC(=O)c2ccco2)ccc1NC(=O)C(C)C | . | 6.3
COc1ccccc1C(=O)NCCCN1CCCC1=O | -10.1 | -10.6
CCOC(=O)N1CCC2(CC1)C(C#N)=C(N)Oc1n[nH]c(CSc3ccc(C)cc3)c12 | -11.4 | -13.2
Cc1cc(C)c(-c2cc(NC(=O)CSc3n[nH]c(N)n3)n(-c3ccccc3)n2)cc1C | . | 10.7
COC(=O)c1ccccc1NC(=O)CSc1nnc(-c2ccoc2C)n1C | -3.8 | -11.0
CC(=O)C1=C(C)Nc2ncnn2C1c1ccc(Cl)cc1Cl (centres undefined) | -0.1 | -11.2
S=C1NC(c2ccccc2)=NCN1c1ccc(Br)cc1 | . | 5.5
CCCCN1C(=O)C(NC(=O)C2CC2)(C(F)(F)F)C2=C1CC(C)(C)CC2=O (centres undefined) | . | 6.1
CCN(CC)C(=O)c1cn(C)c(=O)c2cc(OC)c(OC)cc12 | -7.4 | -8.7
Cn1cccc1C(=O)Nc1nc(-c2ccccn2)cs1 | 45.2 | 1.5
COC(=O)/C(=C\Nc1ccc(OC)cc1)NC(=O)c1ccc(Cl)cc1Cl | . | -7.2
CC(C)[C@H](N)C(=O)OCCOCn1cnc2c(=O)[nH]c(N)nc21 | . | -11.7
Cc1cc(NC(=O)CN2CCCC2c2nc3ccccc3s2)no1 (centres undefined) | -14.7 | 6.6
CCC(=O)c1cn([C@@H](CCC(OC)OC)CC(=O)OC(C)(C)C)cc1CC | . | 11.1
Cc1nnc(SC(C)C(=O)Nc2ccc(S(=O)(=O)N3CCCCC3)cc2)s1 (centres undefined) | -13.8 | -11.2

The results go on.
mol | RT RNaseH block | RmlC RmlD mix
NC(=O)c1cccnc1 | 4.7 | 4.6
CN1C(=O)N(C)C(=O)C2(Cc3ccccc3N3CCOCC32)C1=O (centres undefined) | -5.8 | -5.4
O=C(C1CCCN(S(=O)(=O)Cc2ccccc2)C1)N1CCc2ccccc21 (centres undefined) | -19.1 | 9.8
Cc1ccc(S(=O)(=O)NCC(=O)NCc2ccncc2)cc1 | . | 7.5
COc1ccc(OC(C)=O)c(C2c3cc(OC)c(OC)cc3CCN2C(C)=O)c1 (centres undefined) | 0.6 | -5.5
Cc1ccc(NC(=O)C2CCCN(c3ncccn3)C2)cc1F (centres undefined) | 3.2 | 5.9
CCN(CC(=O)Nc1cccc(C(C)=O)c1)S(=O)(=O)c1ccc(OC)cc1 | -7.3 | -10.9
NC(=O)c1ccccc1NC(=O)/C=C/c1cccc(Cl)c1 | . | 8.0
Cc1ccc(NC(=O)c2noc3c2CCCCC3)cc1 | -6.4 | 4.7
CC1CCN(CCc2nc3cc(NC(=O)NC4CCCCC4)ccc3n2C)CC1 | . | 11.7
O=C(c1ccc(-n2cnnn2)cc1)N1CCOCC1 | 6.4 | -9.2
CCCCCCSC1=C(C#N)C(c2ccc(O)cc2)CC(=O)N1 (centres undefined) | -15.2 | -3.7
CCCN1CCN(CCCNC(=O)CCNC(=O)Cn2ccc3ccccc3c2=O)CC1 | . | -9.1
C=CCNC(=O)c1c(CSc2ccc(Cl)cc2)noc1C(=O)NCc1ccccc1 | . | 9.4
OCC#CCSc1nnc(-c2ccncc2)o1 | -5.5 | -2.4
Cn1c(=O)c2c(-c3ccccc3)n(Cc3cccnc3)cc2n(C)c1=O | 22.6 | -10.0
Cn1c(Cc2cccs2)n[nH]c1=S | 20.2 | 9.3
Cc1onc(-c2c(Cl)cccc2Cl)c1C(N)=O | -6.4 | -101.5
Cn1c(=O)oc2cc(S(=O)(=O)N3CCC(C(=O)Nc4ccc(OC(F)(F)F)cc4)CC3)ccc21 | 14.5 | -5.2
O=C(NCCC1=CCCCC1)NC12CC3CC(CC(C3)C1)C2 | . | -9.4
Cc1ccc(C(=O)Cn2cnc3ccccc3c2=O)cc1C | . | -9.3
Cc1cc(C)nc(SCCS(=O)Cc2ccc(Cl)cc2)n1 (centres undefined) | -21.5 | 5.7
COc1ccc(N(CC(=O)NCCC2=CCCCC2)S(C)(=O)=O)cc1 | . | 8.5
CC(C)=C1SC(N2CCCCC2)=NC1=O | . | 11.9
O=C(Nc1ccccc1C(=O)N1CCOCC1)c1ccco1 | -10.5 | 56.6
COc1ccc(CN(CC2CCCO2)S(=O)(=O)c2ccc(C(=O)O)cc2)cc1OC (centres undefined) | -8.5 | -11.5
CCOc1ccc2nc(SC(CC)C(=O)Nc3cc(C)on3)sc2c1 (centres undefined) | 27.1 | -12.5
CN1CCC(=NNC(=O)c2ccco2)CC1 | . | -11.7
CS(=O)(=O)N(CC(=O)NCc1ccncc1)Cc1ccc(Cl)cc1 | -4.8 | 11.2
CCn1c(SCC(=O)Nc2cccc(NC(=O)c3ccco3)c2)nnc1-c1cccs1 | 4.3 | 67.8

One compound at a time, as listed above. Screens in order: RT RNaseH block	RmlC RmlD mix
Shown for `CS(=O)(=O)c1ccccc1COC(=O)Nc1ccc(Cl)cc1` = .	5.6
Shown for `COc1cc(NC(=O)c2ccco2)ccc1NC(=O)C(C)C` = .	6.3
Shown for `COc1ccc(N(CC(=O)NCCC2=CCCCC2)S(C)(=O)=O)cc1` = .	8.5

The listing continues.
mol | RT RNaseH block | RmlC RmlD mix
O=c1cc(O)nc(SCc2ccc(Cl)cc2)[nH]1 | -6.2 | 3.3
Cn1c(=O)c2c(nc(NCCc3ccccc3)n2Cc2ccc(F)cc2)n(C)c1=O | -3.4 | -8.8
CC(NC(=O)Cn1c(=O)[nH]c2ccsc2c1=O)C12CC3CC(CC(C3)C1)C2 (centres undefined) | . | -1.5
CC(C)(C)c1cnnn1-c1ccc(-c2csc(N)n2)cc1 | -1.7 | 6.0
Cc1ccccc1C(=O)N1CCN(c2ccccn2)CC1 | . | 3.0
O=C(CN(c1ccc(F)cc1)S(=O)(=O)c1ccc2c(c1)OCCO2)Nc1ccc2c(c1)OCO2 | 9.3 | -0.3
O=C(NCCCn1ccnc1)c1cc2nc(-c3ccc(Br)cc3)cc(C(F)(F)F)n2n1 | . | 0.8
Cc1c(N2C(=O)/C(=C/c3cccc4ccccc34)SC2=S)c(=O)n(-c2ccccc2)n1C | . | 16.9
CC(C)c1cccc(C(C)C)c1OCCCCN1CCCC1 | . | -11.5
CC1=C(C(=O)Nc2ccccc2)C2(CCCCC2)C(C#N)=C(S)N1 | . | 5.4
COc1ccc(C2Oc3ccccc3C3=C2C(c2cccs2)n2ncnc2N3)cc1 (centres undefined) | . | 4.5
O=C(C1=C[C@@H](c2ccc(C(F)(F)F)cc2)C[C@@H](OCCCCO)O1)N1CCCCCCC1 | . | -29.4
O=c1oc2ccccc2c2nccnc12 | -5.7 | 9.4
Cc1ccnc(NC(=O)CCC(=O)N(CC(=O)NCc2ccccc2)c2ccc3c(c2)OCO3)c1 | . | -22.0
O=C(O)CCCc1nc(-c2ccccc2)no1 | -2.6 | 15.2
COCCNC(=O)c1cc(-c2cccnc2)nc2ccc(Br)cc12 | . | 4.0
COc1ccc(NS(=O)(=O)c2ccc(NC(=O)c3cnn4c(C(F)F)cc(-c5ccc(C)cc5)nc34)cc2)cc1 | . | 8.1
CCOc1ccccc1NC(=O)N1CCCC1C(=O)Nc1ccc(NC(C)=O)cc1 (centres undefined) | 2.2 | -10.1
O=C(Cn1ncc2c1-c1ccccc1OC2)Nc1nc2ccccc2s1 | -0.5 | 5.3
CC(C)(C)C(=O)CN1C(=O)C2(OCCO2)c2ccccc21 | -3.1 | -24.0
CN(C)C=Nc1nonc1N | -7.2 | 5.6
O=C1CCCN1CN(C(=O)c1ccccc1)c1ccc(F)cc1 | -6.4 | -11.8
COc1cc(NC(=O)Cc2cccs2)ccc1-n1cnnn1 | -7.6 | 5.2
COc1ccc(CCNS(=O)(=O)c2ccc3oc(C(=O)O)c(C)c3c2)cc1OC | 2.3 | 4.4
CC1(C)CC(=S)Nc2ccccc2S1 | . | 6.5
C1=C(c2ccccc2)Nc2nnnn2C1c1cccs1 (centres undefined) | . | -9.4
CCOc1cc(C2NC(=O)NC(O)(C(F)(F)F)C2C(=O)c2ccc(OC)cc2)ccc1O (centres undefined) | -23.9 | .
COc1ccc(-c2nc(-n3c(C)c(C(C)=O)c(C(C)=O)c3C)sc2C)cc1 | . | 2.9
CC12CC3CC(C)(C1)CC(C(=O)NC(=S)N1CCOCC1)(C3)C2 | . | -9.4
CCn1cnc2cc(NC(=O)c3ccco3)ccc21 | . | -11.4
COc1ccc(NC(=O)CSc2nnc(-c3ccccn3)n2-c2ccccc2)cc1OC | . | -10.2
c1ccc(-c2nnn(C34CC5CC(CC(C5)C3)C4)n2)cc1 | -13.0 | 4.0
CCn1cc(C(=O)Nc2cccc(NC(C)=O)c2)c2cc(OC)c(OC)cc2c1=O | -3.8 | .
O=C(CSc1nc(-c2ccccc2)cs1)NC(=O)NCc1ccco1 | -14.3 | -3.7
C/C=C/c1ccc(Oc2nnnn2-c2ccc(C(N)=O)cc2)c(OC)c1 | -30.1 | -12.4
CC(=O)C1=C(O)C(=O)N(CCC(=O)O)C1c1ccc(Cl)cc1Cl (centres undefined) | . | 9.8
CCCS(=O)(=O)N1CCN(C(=O)c2ccco2)CC1 | -1.1 | 9.3
Cc1nc2sc(C(c3cccs3)N3CC(C)CC(C)C3)c(O)n2n1 (centres undefined) | -4.9 | 8.7
CC(=O)NS(=O)(=O)c1ccc(NC(=S)NC(=O)C(C)(C)C)cc1 | . | 17.4
